# H9c2 TAG inh: reduces triacylglycerol accumulation in H9c2 cells | Nile Red lipid (TAG) fluorescence; cells loaded with 200 µM oleic acid | inhibition, % at 12.5 µM | 230,000 compounds, 0.66% hits | AID 651582;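 active = pattern-corrected inhibition of lipid staining of at least 50% with the nuclear-stain viability signal not falling by more than 50%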;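 also: 0% = DMSO wells and 100% = triacsin C control wells; some results filed as inactive read as strong as hits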
# H9c2 TAG inh DAPI viability: further read-out of H9c2 TAG inh, marked with its call; DAPI nuclei signal change (viability), lower = more cytotoxic, %;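 whole-well DAPI fluorescence read on a plate reader as a viability signal; minus 50 percent equals half of cells still viable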
# * = called active by the depositor; & = joins results of further samples.
SMILES,H9c2 TAG inh,H9c2 TAG inh DAPI viability
CC1CC(C)CN(c2nc3c(c(=O)n(C)c(=O)n3C)n2CCSc2ncccn2)C1 (configuration not stated),15,-11
CN(CCc1ccccc1)C(=O)CC1C(=O)NCCN1Cc1ccccn1 (configuration not stated),-1,6
O=C(COc1cccc(F)c1)Nc1nc(-c2cccnc2)cs1,16,-5
Cc1ccc(N2C(=O)c3ccccc3C2Nc2ccccc2)nc1 (configuration not stated),-7,3
CCCCCC(=O)NC(=S)Nc1ccccc1C(=O)OC,3,2
CC1CCN(c2ccccc2NC(=O)c2cc([N+](=O)[O-])ccc2N2CCOCC2)CC1,-16,-1
O=C(COc1ccc(C(=O)c2ccccc2)cc1)NCc1ccc(F)cc1,42,-25
CC(=O)NC(CCS(C)(=O)=O)C(=O)Nc1cc(Cl)ccc1Cl (configuration not stated),4,-7
Cc1ccc(S(=O)(=O)/N=C(\N)c2ccc(F)cc2)cc1,-8,4
CCNc1sc(C(=O)OCC)c(N)c1C#N,5,5
O=C1CCC(C(=O)OC(C(=O)Nc2cc(Cl)cc(Cl)c2)c2ccccc2)=NN1 (configuration not stated),-14,6
O=C(NCc1ccco1)C(c1ccccc1)N(Cc1ccccc1)C(=O)Cn1nnc2ccccc21 (configuration not stated),-17,6
Cn1nccc1NC(=O)CSCC(=O)O,1,4
CN(C(=O)COC(=O)Cc1ccc(Br)cc1)c1c(N)n(Cc2ccccc2)c(=O)[nH]c1=O,23,-8
Cc1onc(-c2c(Cl)cccc2Cl)c1C(=O)O/N=C(\C#N)c1c(Cl)cccc1Cl,-5,-2
COc1cccc(CCNc2ccc(N3C(=O)CC(C)C3=O)cc2[N+](=O)[O-])c1 (configuration not stated),5,-11
Cc1sc2nc(CSC(C)C(=O)Nc3ccc(C#N)cc3)[nH]c(=O)c2c1C (configuration not stated),2,1
CC(/C=C/c1ccccc1)=N\NC(=O)c1ccc(Br)cc1,-2,-5
CNC(=S)N1N=C(c2ccc(OC)cc2)CC1c1ccccc1Cl (configuration not stated),6,-6
CC12CCC(c3c(CO)nn(-c4ccccc4)c31)C2(C)C (configuration not stated),-16,7
Cc1ccc([C@H]2C[C@H](n3cc(COC(=O)c4ccccc4)nn3)[C@@H](O)CN2C(=O)c2cccs2)cc1,-5,12
Cn1c(SCC(=O)NC2CCCC2)nnc1C(F)(F)F,-1,10
Cc1cc(N)n(-c2ncnc3scc(-c4ccc(Cl)cc4)c23)n1,-3,1
Cc1ccccc1Nc1ncnc2c1cnn2Cc1ccccc1,7,-4
CCOc1ccc(S(=O)(=O)N=C(c2ccccc2)N2CCOCC2)cc1,-1,-8

# Overlap with the part before: 4 compounds; new compounds follow.
SMILES,H9c2 TAG inh,H9c2 TAG inh DAPI viability
Cn1c(SCC(=O)NC2CCCC2)nnc1C(F)(F)F,-1,10
Cc1cc(N)n(-c2ncnc3scc(-c4ccc(Cl)cc4)c23)n1,-3,1
Cc1ccccc1Nc1ncnc2c1cnn2Cc1ccccc1,7,-4
CCOc1ccc(S(=O)(=O)N=C(c2ccccc2)N2CCOCC2)cc1,-1,-8
COc1ccc(CCCN2CCC(CN3CCNC(=O)C3=O)CC2)cc1OC,-15,3
Cn1c(CNc2nc3ccccc3n2CCN2CCCCC2)nc2ccccc21,12,1
COc1cc(OC)c(C(=O)/C=C/c2ccc(OCc3ccccc3)c(OC)c2)c(OC)c1,-8,-1
O=C(NCc1ccncc1)c1cnccn1,5,-11
CCOC(=O)C(Sc1n[nH]c(N)n1)c1ccccc1 (configuration not stated),5,-11
CC(=O)NC1C(=O)Nc2c1cccc2C(F)(F)F (configuration not stated),-6,-4
COc1ccc(S(=O)(=O)N2CCN(C(=O)c3cc(C)oc3C)CC2)cc1,9,-19
CCN1C(=O)[C@H]2[C@@H](c3ccc(-c4ccc(OC)cc4)cc3)N[C@@](CC(C)C)(C(=O)OC)[C@H]2C1=O,26,24
NNC(=O)CCn1c2ccccc2c2ccccc21,1,7
Cc1c(C#N)c2ccccc2n1CC(=O)O,1,8
COc1ccc(Cl)cc1-c1nc(SCC(=O)NC(C)(C)C)n[nH]1,-6,-10
O=C(CSc1nnc(Cc2cccs2)n1Cc1ccco1)Nc1cc(Cl)cc(Cl)c1,-6,0
CC(=O)Nc1sc(C)c(C)c1C(=O)OCC(=O)NC(C)c1ccccc1 (configuration not stated),34,-3
CCc1nc(SCc2cccnc2)[nH]c(=O)c1C,-9,5
CCCC(C(=O)Nc1ccc(S(=O)(=O)Nc2nccs2)cc1)c1ccccc1 (configuration not stated),11,-1
O=C(/C=C/c1ccc([N+](=O)[O-])cc1)OCC(=O)N1CCOCC1,-3,4
CCOC(=O)/C(C#N)=C/Nc1ccccc1NS(=O)(=O)c1ccc2c(c1)OCCO2,-6,5
CC1CCCCN1C(=O)CSc1nnc(CSc2ncccn2)n1C (configuration not stated),-3,6
O=C(Cn1c(=O)oc2cc(S(=O)(=O)NCc3ccccc3)ccc21)N1CCCC1,9,-5
COc1ccc(NC(=O)CSc2nnc(NC(=O)CN3CCOCC3)s2)cc1,-4,10
COc1ccc(C(=O)N/N=C/c2cc3ccccc3[nH]c2=S)cc1,-49,6
Cc1ccc(C)c(NC(=O)NNC(=O)CCc2ccccc2)c1,-4,1
O=C(NCc1ccccc1Cl)C1CCCO1 (configuration not stated),12,-6
Cc1ccn2c(NC3CCCCC3)c(C)nc2c1,-5,11
CCN(CC)c1nc(C#N)cc(-c2ccc(OC)cc2)n1,39,-16

# (continued)
SMILES,H9c2 TAG inh,H9c2 TAG inh DAPI viability
COc1cc(/C=N/Nc2nc3ccccc3[nH]c2=O)ccc1O,8,2
Cc1ccc(S(=O)(=O)N2CC3(O)CN(C(=O)OC(C)C)N(C(=O)OC(C)C)CC3(OC(=O)NCC3CCCCC3)C2)cc1 (configuration not stated),15,-6
CCCn1c(C)cc(=O)c2cc(NC(=O)c3ccccn3)ccc21,-11,14
Nc1ccc2c(c1)nnn2-c1ccccc1,-16,22
COc1ccc(-c2c(C#N)c(C)nc3c2C(=O)c2ccccc2-3)cc1,5,3
CC1ON=C(c2ccc(F)cc2)NC1=O (configuration not stated),8,1
Cc1ccc2oc(=O)n(CCC(=O)Nc3ccc(N4CCOCC4)cc3)c2c1,-9,-2
CCOC(=O)Cn1c2ccccc2n2nc(CCC(=O)O)c(=O)nc12,8,3
C=CCn1c(SCC(=O)Nc2sccc2C#N)nc2sc(C)c(C)c2c1=O,-22,15
O=C(CNC(=O)c1ccc(Br)o1)Nc1ncccc1O,11,5
O=C(Nc1cccc2c1C(=O)NC2=O)c1ccc(S(=O)(=O)N2CCCC2)cc1,8,0
O=C(NCCC(=O)N(CCc1ccccc1)Cc1ccccc1)c1ccc([N+](=O)[O-])cc1,-6,-8
O=C(CC1C(=O)NCCN1C(=O)Nc1ccccc1)Nc1cc(Cl)ccc1Cl (configuration not stated),25,-7
O=C(CNC(=O)c1ccccc1)OC(C(=O)Nc1cc(C(F)(F)F)ccc1Cl)c1ccccc1 (configuration not stated),-10,-2
CCCOc1ccc(N2C(=O)C3ON(c4ccccc4)C(CCC)C3C2=O)cc1 (configuration not stated),16,-14
Nc1ccc2nc(Cc3ccccc3)[nH]c2c1,13,0
COc1cccc(NC(=O)CN(C)C(=O)CSc2ncnc3sc(C)c(C)c23)c1,13,-4
Cc1ccc(NC(=O)COC(=O)C2CCC2)cc1S(=O)(=O)N1CCOCC1,-13,6
CCN1CCN(S(=O)(=O)c2ccc(Cl)c(C(=O)N(C)C(c3ccccc3)c3ccccc3)c2)CC1,-21,12
N#Cc1c(-c2ccc(F)cc2)noc1N,-21,-1
CCSc1ncc(Cl)c(C(=O)Nc2cc(C)ccc2C)n1,2,1
O=C(C1CCN(Cc2ccccc2)CC1)N1CCCC1,2,1
COc1cccc(N2CCN(C(=O)CSc3ccc(F)cc3)CC2)c1,-6,11
Cc1cccc(-n2c(SCc3ccc([N+](=O)[O-])cc3)nnc2-c2c[nH]c3ccccc23)c1,-1,-9
CCN(CC)C(=O)c1cccc(-c2csc(C(NC(C)=O)c3ccccc3)n2)c1 (configuration not stated),-15,3

# Following part
SMILES,H9c2 TAG inh,H9c2 TAG inh DAPI viability
Oc1cccc(Nc2nc(O)c(/C=C3\C=Nc4ccccc43)s2)c1,1,-2
CCN(C(=O)COC(=O)c1[nH]c(C)c(C(C)=O)c1C)c1c(N)n(Cc2ccccc2)c(=O)[nH]c1=O,2,-3
CN(C)c1ccc(CC(=O)N2CCCCC2c2cc(C(=O)Nc3ccccc3)no2)cc1 (configuration not stated),-6,-4
COc1cc(-c2cnc3c(NC=O)cc(-c4ccc(N5CCN(C)CC5)cc4)cn23)cc(OC)c1OC,11,25
Cc1ccc(N(C)S(=O)(=O)c2cccc(C(=O)NC3CC(C)(C)NC(C)(C)C3)c2)cc1,9,7
CC(=O)C1C=CC(C)(C(=O)O)C2C=C(C)C(=O)C(C)(O)C12 (configuration not stated),2,0
COC(=O)CCC(=O)Nc1cccc2ccccc12,16,-7
Cc1c(Cl)cnc(NC(=O)COC(=O)[C@H](C)NC(=O)c2ccccc2)c1Cl,-8,8
Cc1nc(CSc2ccc(Cl)cc2)cc(NCc2ccccc2)n1,-6,-6
CC1=C(C(=O)OC(C)C)C(c2ccncc2)n2ncnc2N1 (configuration not stated),2,0
COCc1nnc(NS(=O)(=O)c2ccc(C)cc2)s1,-22,2
O=C(CCS(=O)(=O)c1cccs1)Nc1ccc(C(=O)NC2CCCC2)cc1,6,4
COC(=O)Cc1[nH]nc2c1C1(C(=O)N(Cc3ccccc3)c3ccccc31)C(C#N)=C(N)O2 (configuration not stated),6,9
Nc1ncnc2c1ncn2C1C=C(CO)C(O)C1O (configuration not stated),75*,-14*
CN(Cc1ccc(Cl)c(Cl)c1)C(=O)C1CSC2(C)CCC(=O)N12 (configuration not stated),1,-6
FC(F)(F)c1cc(CCN2CCNC[C@@H]2CC2CCCCC2)cc(C(F)(F)F)c1,137*,-5.9*
CC(=O)Nc1cncc(-c2ccccc2N(C)C)n1,-3,-13
O=C(NCC(=O)N1CCN(c2ncccn2)CC1)c1ccccc1OC(F)F,-13,7
COc1cccc(NC(=O)CN2C(=O)NC(C)(CC(C)C)C2=O)c1 (configuration not stated),1,-2
CCOC(=O)c1ccc(N2C(=O)CC(N3CCC(O)(c4ccc(Cl)cc4)CC3)C2=O)cc1 (configuration not stated),-16,11
COc1ccc(CC(=O)NNC(=O)c2cccnc2)cc1OC,2,-6
COc1ccc2c(-c3ccccc3)cc(SC(C)C(N)=O)nc2c1 (configuration not stated),31,-7
O=C1C=CC(=O)c2c(O)c(CO)c(CO)c(O)c21,35,-21
CN(CCc1cnn(C)c1)Cc1nc(CC2CC2)no1,3,5
O=C(Cn1cc([N+](=O)[O-])cn1)Nc1nccs1,-6,-1

# 2 records drawn at random from those above:
SMILES,H9c2 TAG inh,H9c2 TAG inh DAPI viability
O=C(NCC(=O)N1CCN(c2ncccn2)CC1)c1ccccc1OC(F)F,-13,7
Cc1c(Cl)cnc(NC(=O)COC(=O)[C@H](C)NC(=O)c2ccccc2)c1Cl,-8,8

# Arranged by SMILES length (ascending): part of the list above.
SMILES,H9c2 TAG inh,H9c2 TAG inh DAPI viability
O=C(Cn1cc([N+](=O)[O-])cn1)Nc1nccs1,-6,-1
O=C(NCC(=O)N1CCN(c2ncccn2)CC1)c1ccccc1OC(F)F,-13,7
Cc1c(Cl)cnc(NC(=O)COC(=O)[C@H](C)NC(=O)c2ccccc2)c1Cl,-8,8
CCOC(=O)c1ccc(N2C(=O)CC(N3CCC(O)(c4ccc(Cl)cc4)CC3)C2=O)cc1 (configuration not stated),-16,11
COC(=O)Cc1[nH]nc2c1C1(C(=O)N(Cc3ccccc3)c3ccccc31)C(C#N)=C(N)O2 (configuration not stated),6,9

# The listing continues.
SMILES,H9c2 TAG inh,H9c2 TAG inh DAPI viability
COc1ccc(-c2noc(N3CCC(C(=O)NCCCN4CCCCC4)CC3)n2)cc1,0,1
Cn1c(-c2ccc(Br)o2)nc2cc(Br)ccc21,-19,-6
CCc1ccc(S(=O)(=O)NCC(O)COc2ccc(OC)cc2)cc1 (configuration not stated),-22,10
CCC(C)Cn1c(C(C)O)nc2ccccc21 (configuration not stated),-17,8
O=C(Nc1nc2ccccc2[nH]1)c1ccc(S(=O)(=O)N2CCOCC2)cc1,-1,-7
Cc1ccc(-c2nn3c(-c4ccco4)nnc3c3ccccc23)cc1S(=O)(=O)NCC1CCCO1 (configuration not stated),38,-8
COc1ccc(C(=O)Cn2cnc3ccccc3c2=O)c(OC)c1,2,0
CN1Cc2c(N)cccc2C(c2ccccc2)C1 (configuration not stated),3&-10,-3&5
COC(=O)CC1C(=O)NCCN1C(=O)CSc1nc2ccccc2s1 (configuration not stated),1,3
C[C@@H]1CN([C@H](C)CO)C(=O)CCCn2cc(nn2)CO[C@H]1CN(C)C(=O)Nc1ccnc(N2CCOCC2)c1,2,-1
COc1cc(OC)cc(C(=O)Nc2cc(NC(=O)c3ccco3)ccc2OC)c1,21,-12
O=C(c1ccccc1)N1CCN(C2CCCCCC2)CC1,-12,6
Nc1nc(NCCN2CCOCC2)nc(NCc2ccccc2)c1[N+](=O)[O-],-10,15
COc1ccc2c(Cl)cc(NC(=O)Nc3c(C)cccc3C)nc2c1,5,-10
COC(=O)CNC(=O)c1cccc(-c2ccc(OC)cc2)c1,10,-2
CCOC(=O)c1sc(NC(=O)CN2C(=O)NC3(CC(C)CC(C)(C)C3)C2=O)cc1C (configuration not stated),14,6
O=C(c1cc(-c2ccc(Cl)cc2Cl)on1)N1CCN(C(=O)c2ccco2)CC1,-7,8
Cc1cc(C)n(-c2ccc(C(=O)NCc3ccc(F)cc3)cc2)n1,-1,0
O=C1C=C(c2cccc(CO)c2)C[C@@H](c2ccc(F)cc2)C1,-10,-5
Cc1cc(C)n(-c2n[nH]c(=O)c3ccccc23)n1,-8,1

# In the list so far, four contain a CF3 group:
SMILES,H9c2 TAG inh,H9c2 TAG inh DAPI viability
Cn1c(SCC(=O)NC2CCCC2)nnc1C(F)(F)F,-1,10
CC(=O)NC1C(=O)Nc2c1cccc2C(F)(F)F (configuration not stated),-6,-4
O=C(CNC(=O)c1ccccc1)OC(C(=O)Nc1cc(C(F)(F)F)ccc1Cl)c1ccccc1 (configuration not stated),-10,-2
FC(F)(F)c1cc(CCN2CCNC[C@@H]2CC2CCCCC2)cc(C(F)(F)F)c1,137*,-5.9*

# An excerpt; rates above refer to the full screens.
